Source: PubChem
Rad51 HR inh: blocks human Rad51 in homologous recombination. hRad51 DNA strand exchange, fluorescence dequenching. inhibition, % at 10 µM. actives 0.085% (n = 200,000). AID 1385;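 active = inhibition above 40% at the single screening dose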;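 also: 0% = DMSO control wells and 100% = blanks with heterologous ssDNA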
Target sequence (Q06609 whole entry, looked up): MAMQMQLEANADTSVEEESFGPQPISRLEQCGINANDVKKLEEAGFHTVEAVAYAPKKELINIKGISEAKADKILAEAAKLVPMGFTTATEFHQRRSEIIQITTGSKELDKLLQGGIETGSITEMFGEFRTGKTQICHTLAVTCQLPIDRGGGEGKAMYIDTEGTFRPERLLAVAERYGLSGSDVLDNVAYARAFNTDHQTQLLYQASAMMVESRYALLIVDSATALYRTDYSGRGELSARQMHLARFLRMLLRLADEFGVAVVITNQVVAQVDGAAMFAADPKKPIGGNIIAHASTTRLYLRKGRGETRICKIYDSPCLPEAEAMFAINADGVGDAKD
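Test system – preformed human Rad51 ssDNA filaments · Reagent – Donor/quencher-labelled 47-bp dsDNA substrate · Incubation – 37 °C 15-min filament assembly, 30-min compound preincubation, 15-min exchange · Signal – FRET fluorescence dequenching, excitation 485 nm, emission 520 nm · Read-out – percent inhibition from fluorescence, normalised to plate control and blank means · Benchmarks – plate control and blank wells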
* marks the source's active call; other numbers are inactive results.

canonical_smiles | Rad51 HR inh
CC(C)CC(CO)N1CCN(C(=O)c2ccc(Cl)c(Cl)c2)CCC1=O (stereo not drawn) | 1
CC1(OC(=O)C2CCCC2)C(=O)C=C2C=C(C3CC3)OC=C2C1=O (stereo not drawn) | -8
COc1ccc(Oc2ncnc3c2oc2ccc(Br)cc23)cc1 | -15
C[C@@H]1CCC[C@@]2(O[C@@H](CCO)C[C@@H](O)[C@@H]2O)O1 | 3
O=C(O)c1ccc(-c2noc(-c3ccccc3F)n2)cc1 | 3
O=C(NCc1ccccc1)C1(C(F)(F)F)C/C(=C\CCO)CCCO1 (stereo not drawn) | -12
CC(O)(CC(=O)O)CC(=O)O | -9
Cc1nn(-c2ccccc2)c2sc(C(=O)OCN3C(=O)c4ccccc4C3=O)cc12 | 6
O=C(NCc1ccccc1)c1onc(CSc2ccc(F)c(F)c2)c1C(=O)NCc1ccccc1 | -5
CC(C)(C)OC(=O)NCCCC1=CC2=CC(=O)C(C)(OC(=O)C3CCCC3)C(=O)C2=CO1 (stereo not drawn) | -24

Later entries
canonical_smiles | Rad51 HR inh
COC(=O)CCC(=O)OC1(C)C(=O)C2=CN(Cc3ccc4c(c3)OCO4)C(c3ccc(OC)cc3)=CC2=C(Br)C1=O (stereo not drawn) | -2
O=C(O)C1=C[C@H](c2ccc3c(c2)OCO3)C[C@H](OCc2ccc(CO)cc2)O1 | -11
CCC(=O)OC1(C)C(=O)C=C2C=C(c3ccc(C#N)cc3)OC=C2C1=O (stereo not drawn) | -2
C=Cc1c(C)c2cc3[nH]c(cc4nc(cc5nc(cc1[nH]2)C(C)=C5CCC(=O)O)C(CCC(=O)O)=C4C)c(C)c3C=C | 22
CC(=O)S[C@@H]1CC2=CC(=O)CC[C@]2(C)[C@H]2CC[C@@]3(C)[C@@H](CC[C@@]34CCC(=O)O4)[C@H]12 | 2
O=C(O)/C=C/c1ccc(Cn2ccnc2)cc1 | 5
CC1=C(C(=O)OCc2ccccc2)C(c2ccccc2OS(=O)(=O)c2ccccc2[N+](=O)[O-])NC(=O)N1CCCC(=O)O (stereo not drawn) | 3
Cc1ccc(C2=NOC(C)(c3nnc(Cc4ccccc4)o3)C2)cc1 (stereo not drawn) | -2
C[C@@H]1CC[C@]2(O[C@H](CCO)C[C@H](O)[C@H]2O)O1 | -3
CC1=C(c2ccccc2)CCC1=O | 6

Another view of part of the listing above:
COC(=O)CCC(=O)OC1(C)C(=O)C2=CN(Cc3ccc4c(c3)OCO4)C(c3ccc(OC)cc3)=CC2=C(Br)C1=O (stereo not drawn)
- Rad51 HR inh: -2

CCC(=O)OC1(C)C(=O)C=C2C=C(c3ccc(C#N)cc3)OC=C2C1=O (stereo not drawn)
- Rad51 HR inh: -2

The results go on:
canonical_smiles | Rad51 HR inh
CCOC(=O)[C@H](CCc1ccccc1)N[C@H]1CCc2ccccc2N(CC(=O)O)C1=O | -1
COc1ccc(C2NC(=O)N(CCCC(=O)O)C(C)=C2C(=O)OCc2ccccc2)cc1 (stereo not drawn) | -5
COC(=O)Nc1nc2ccc(C(=O)c3cccs3)cc2[nH]1 | -5
CN(C)CCCN1C(=O)C(=O)/C(=C(/O)c2ccncc2)C1c1ccccc1 (stereo not drawn) | -8
C=CC1CN(C(=O)OCC(Cl)(Cl)Cl)C2CC3c4ccc(OC)cc4NC3C3CC1C2CO3 (stereo not drawn) | -5
O=c1c2ccccc2oc2ccc(-c3ccc4[nH]ccc4c3)cc12 | 1
CCC(C)c1nc2ccsc2c(N2CCOC2=O)c1-c1ccccc1 (stereo not drawn) | 0
O=C1c2ccccc2S(=O)(=O)c2cc(N3CCC4(CC3)OCCO4)ccc21 | -9
C=CCn1c(SCc2cc(=O)n3ccsc3n2)nc2scc(C3CC3)c2c1=O | 2
O=C(NCc1ccccc1)c1onc(CSc2ccc(F)cc2)c1C(=O)NCc1ccccc1 | -4

New compounds follow.
canonical_smiles | Rad51 HR inh
CC(C)(C)OC(=O)NCCCCC1=CC2=CC(=O)C(C)(OC(=O)c3ccco3)C(=O)C2=CO1 (stereo not drawn) | -19
CC(C)CCNC(=O)c1onc(CSc2ccccc2)c1C(=O)NCCC(C)C | 2
CN1CCN2c3ncccc3Cc3ccccc3C2C1 (stereo not drawn) | -7
O=C(Nc1ccc(Cl)c(C(F)(F)F)c1)[C@@H]1CC=C[C@@H]2CCN(Cc3ccc(Cl)c(Cl)c3)C(=O)[C@@H]21 | -12
CC1=C(C(=O)Nc2ccccc2)C(c2ccccn2)n2nc(CCCO)nc2N1 (stereo not drawn) | 3
COCCN1C(=O)N[C@@H](c2ccccc2)[C@@H](C(=O)OC)[C@H]1C | 3
CC(=O)NCCc1nc(-c2ccc(Cl)cc2)no1 | -6
COc1ccc([C@H]2/C=C\CN(C(=O)c3ccccc3)[C@@H](C)C(=O)N2Cc2ccc(F)cc2)cc1 | 9
CC(C)(C)[C@H]1C=C(C(=O)Nc2ccccc2)O[C@@H](OCCCCO)C1 | 5
Nc1c(Cl)cc(-c2csc(N3CCCC3c3nc4cc(Cl)c(N5CCCCC5)cc4n3CCCO)n2)cc1Cl (stereo not drawn) | 5

Later entries
canonical_smiles | Rad51 HR inh
COCOc1ccc(/C=C2/Oc3cc(OCOC)cc(OCOC)c3C2=O)c(OCOC)c1 | -3
COc1ccc2c(c1)cc(C)c1nnc(SCC(=O)N3CCN(C(=O)c4ccco4)CC3)n12 | 11
CCCC[C@@H]1C[C@H]1[C@@H](NC(=O)c1cccs1)c1ccc(C(F)(F)F)cc1 | -2
CC(=O)Oc1ccccc1C(=O)Nc1ccccc1 | -1
CCC(=O)Nc1ccccc1Nc1cc(C#N)c(C#N)cc1[N+](=O)[O-] | 0
CCOC(=O)O[C@]1(C(=O)OCCl)CC[C@H]2[C@@H]3CCC4=CC(=O)C=C[C@]4(C)[C@H]3[C@@H](O)C[C@@]21C | -1
C[C@@H]1CC[C@@]2(O[C@@H](CCO)C[C@H](O)[C@H]2O)O1 | -9
COC(=O)CCC(=O)OC1(C)C(=O)C2=CN(Cc3ccc(OC)cc3)C(c3ccc(OC)cc3)=CC2=C(Br)C1=O (stereo not drawn) | -10
COc1cccc(Nc2nc(NCCO)nc(N3CCCC3)n2)c1 | -1
Cc1ccc(-n2c(=O)[nH]cc(C(=O)Nc3ccc4c(c3)OCO4)c2=O)cc1C | -6

Next compounds follow.
canonical_smiles | Rad51 HR inh
CCN1C(=O)[C@@H]2[C@H](C1=O)[C@@H]1CC(C(=O)OC)=C[C@@H](C(=O)OC)C3C1=C(C(=O)C3(CC)CC)[C@@H]2C (stereo partly drawn) | -2
CC1(OC(=O)C2CCCC2)C(=O)C=C2C=C3CCCN3C=C2C1=O (stereo not drawn) | 2
Cn1cc(Cl)c(C(=O)N(Cc2ccccc2)c2ccccn2)n1 | -15
Nc1c(Cl)cc(-c2csc(NC(CO)c3nc4ccccc4n3CCOCCO)n2)cc1Cl (stereo not drawn) | -4
CCCCCCCCCCCCN1[C@@H](CC(C)=O)c2cc(C(F)(F)F)ccc2S1(=O)=O | 9
C=CC1=C(C(=O)O)N2C(=O)[C@@H](NC(=O)/C(=N/OCC(=O)O)c3csc(N)n3)[C@H]2SC1 | -8
CC(Nc1nc(-c2ccc(F)cc2)cs1)c1nc2cc(Cl)c(Cl)cc2n1CCOCCO (stereo not drawn) | -4
CC1(O)C(=O)C=C2C=C(C3CC3)OC=C2C1=O (stereo not drawn) | 2
Nc1nc2c(nc(Br)n2[C@@H]2O[C@@H]3COP(=O)(O)O[C@H]3[C@H]2O)c(=O)[nH]1 | -3
CC(C)(C)[C@@H]1C=C(C(=O)O)O[C@H](OCCCCO)C1 | -9

New compounds follow
canonical_smiles | Rad51 HR inh
CNC(=O)C1(C)C=CC2(CCCCC2)N1C(=O)OC (stereo not drawn) | -7
CCOC(=O)c1[nH]c(C)c(/C(O)=C2\C(=O)C(=O)N(CCN(C)C)C2c2ccco2)c1C (stereo not drawn) | -2
COc1ccc(-c2csc(NC(CO)c3nc4ccccc4n3Cc3ccc(C)cc3)n2)cc1 (stereo not drawn) | 0
COc1ccc(C2=Nn3c(nnc3-c3cccnc3)SC2)cc1OC | 5
O=C(NCCF)C1Nc2ccc(OC(F)(F)F)cc2C2C=CCC12 (stereo not drawn) | 1
C=CC[C@]12C=C(OC)C(=O)C(OC)=C1O[C@@H](c1ccc3c(c1)OCO3)[C@H]2C | -2
O=C(O)C1=C[C@@H](c2ccc(C(F)(F)F)cc2)C[C@@H](OCCCCO)O1 | -1
Cc1nc(-c2ccc(Cl)cc2)sc1C1(C)CC(c2ccccc2Br)=NO1 (stereo not drawn) | 9
O=C(O)c1cccc(O)c1O | 0
O=C(O)c1ccc(-c2noc(-c3ccccc3C(F)(F)F)n2)cc1 | 6

Remaining list, next part
canonical_smiles | Rad51 HR inh
COc1ccc(CNC(=O)NS(=O)(=O)c2ccc(C)cc2)cc1 | -8
COCCN1C(=O)N[C@@H](c2ccco2)C(C(=O)OC)=C1C | 4
COC(=O)C1=C(C)N(CCCCCC(=O)O)C(=O)NC1c1ccccc1 (stereo not drawn) | -5
Cc1cc(CNC(=O)C2(C(F)(F)F)C/C(=C\Cc3ccccc3)CCCO2)nn1C (stereo not drawn) | -6
Brc1ccc(-c2noc3c2-c2nc(C4CCCCC4)sc2CC3)cc1 | 10
CS(=O)(=O)c1ccc(CNC(=O)C2(C(F)(F)F)C/C(=C/CCO)CCCO2)cc1 (stereo not drawn) | -3
COc1ccccc1Nc1nc(N2CCCC2)nc(N2CCOCC2)n1 | -3
N#CCc1c(C#N)c(N)nc(N2CCCC2)c1C#N | 6
O=C(NCc1ccccc1)C1=C[C@@H](C2CCCCC2)C[C@@H](OCCCCO)O1 | -8
O=C(Nc1ccccc1)[C@@H]1CC=C[C@@H]2CCN(Cc3ccccc3)C(=O)[C@@H]21 | 2

Later entries
canonical_smiles | Rad51 HR inh
CCC/C=C(\CCC)C(NC(=O)c1ccc(C(=O)OC)cc1)c1ccc(C(=O)OC)cc1 (stereo not drawn) | -5
COc1ccccc1CN1[C@@H](CC(=O)O)c2cc(F)ccc2S1(=O)=O | -2
CC(=O)C[C@H]1c2cc(C(F)(F)F)ccc2S(=O)(=O)N1Cc1ccccc1 | -1
CC[C@@H]1[C@H]2CCCC(=O)N3CC[C@@H](C[C@H]1O)[C@@H]23 | 11
CCOC(=O)c1cc(-c2ccccc2)nn1CC1CC(c2cccnc2)=NO1 (stereo not drawn) | 4
c1ccc(CSc2nnc(-c3ccccc3)c(-c3ccccc3)n2)cc1 | 3
CCCCCCCCN1[C@@H](CC(=O)OC)c2cc(C(F)(F)F)ccc2S1(=O)=O | -1
CC1(C)CC(=O)C=C(c2cccnc2)C1 | 11
CC(C)CCNC(=O)c1c(CSc2ccc(Cl)cc2)noc1C(=O)NCc1ccccc1 | -2
COc1cccc(CN2C(=O)[C@H]3Cc4c([nH]c5ccccc45)C(C)(C)N3C2=O)c1 | -1

By substructure: the compounds so far containing a nitro group on carbon.
canonical_smiles | Rad51 HR inh
CC1=C(C(=O)OCc2ccccc2)C(c2ccccc2OS(=O)(=O)c2ccccc2[N+](=O)[O-])NC(=O)N1CCCC(=O)O (stereo not drawn) | 3
CCC(=O)Nc1ccccc1Nc1cc(C#N)c(C#N)cc1[N+](=O)[O-] | 0

The list continues:
canonical_smiles | Rad51 HR inh
CCCCCCCCCC(=O)N[C@H](CN1CCOCC1)[C@H](O)c1ccccc1 | -5
O=C(C1=C[C@H](c2csc3ccccc23)C[C@H](OCc2ccc(CO)cc2)O1)N1CCCCCCC1 | -7
CN(CCCN1c2ccccc2CCc2ccccc21)CC(=O)c1ccc(Cl)cc1 | -5
O=c1[nH]c(Nc2ccccc2)cc2cc(Br)ccc12 | -1
COC(=O)CNC(=O)C1Nc2ccc(OC(F)(F)F)cc2C2C=CCC12 (stereo not drawn) | -4
CCOC(=O)[C@@H]1[C@H]2COc3ccc(Br)cc3[C@@H]2N2C(=O)N(c3ccc(Cl)cc3)C(=O)[C@]12C | 16
C[C@H]1CCC[C@]2(O[C@H](CCO)C[C@@H](O)[C@@H]2O)O1 | -11
O=C1CC2(CCOCC2)Oc2ccc3ccccc3c21 | -2
Cn1c(N)c(C(=O)Nc2ccccc2)c(=O)[nH]c1=O | 1
CCOC(=O)CN1C(=O)N[C@@H](c2cccc(F)c2)C(C(C)=O)=C1C | 8

Other results.
canonical_smiles | Rad51 HR inh
NC(=Nc1ccccc1)NC(=O)c1nc(Cl)c(N)nc1N | -5
Oc1ccc(Cl)cc1Nc1nc(NCC2CCCO2)c2ccccc2n1 (stereo not drawn) | -3
CC(C)CNC(=O)C1Nc2ccccc2C2C=CCC12 (stereo not drawn) | -5
O=C1c2ccccc2S(=O)(=O)c2cc(N3CCOCC3)ccc21 | -2
Cc1cccc(N(CC(=O)NC2CCCCC2)C(=O)CCC(=O)Nc2ccccn2)c1 | 0
CC(C)(C)OC(=O)NCCCC1=CC2=CC(=O)C(C)(OC(=O)c3ccco3)C(=O)C2=CO1 (stereo not drawn) | -28
Cc1cc(=O)cc(C)n1-c1ccc2c(c1)nc(C)n2-c1ccccc1 | 8
O=C(NCc1ccccn1)C1Nc2ccc(OC(F)(F)F)cc2C2C=CCC12 (stereo not drawn) | 9
COC(=O)c1c(C)c(OC(=O)c2c(C)cc(O)c(C=O)c2O)cc(C)c1O | 4
C#CCOCCOCCOCCNc1nc(N2CCN(C(=O)C([C@@H](C)CC)n3cc(C(N)COC(=O)C(F)(F)F)nn3)CC2)nc(N2CCN(C(=O)[C@H](Cc3ccc(O)cc3)n3cc(C(N)[C@H](C)CC)nn3)CC2)n1 (stereo partly drawn) | -9
CC#CCN1c2ccccc2[C@]23C[C@@H](C(=O)OC)N(C(=O)NC(C)(C)C)C2=NC(C(=O)OC)=C(C(=O)OC)[C@H]13 | 6
CC(C)(C)c1nc2c(s1)CCc1onc(-c3ccc(Br)cc3)c1-2 | -1
COC(C[C@@H]1O[C@@H]1C(=O)[C@H](C)OCc1ccccc1)OC | 2

This is a subset; count on the stated rates, not on these rows.
